MCL1-BIM inh: inhibitors of MCL1 binding to BIM-BH3, primary screen, biochemical, fluorescence polarization; Induced myeloid leukemia cell differentiation protein Mcl-1 (Homo sapiens), Q07820; GST-MCL1 / FITC-Bim-BH3 fluorescence polarization; inhibition, % at 10.9 µM; 0.68% of 320,000 active; AID 2057, 2009;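 active means inhibition above the mean inhibition of all tested compounds plus 3 SD, set per campaign, cut at about 40% in these data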;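 further: 0% = DMSO wells and 100% = unlabeled Bim-BH3 peptide control; higher means more loss of mP so more displacement of Bim peptide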
Target sequence (Q07820 whole entry, looked up): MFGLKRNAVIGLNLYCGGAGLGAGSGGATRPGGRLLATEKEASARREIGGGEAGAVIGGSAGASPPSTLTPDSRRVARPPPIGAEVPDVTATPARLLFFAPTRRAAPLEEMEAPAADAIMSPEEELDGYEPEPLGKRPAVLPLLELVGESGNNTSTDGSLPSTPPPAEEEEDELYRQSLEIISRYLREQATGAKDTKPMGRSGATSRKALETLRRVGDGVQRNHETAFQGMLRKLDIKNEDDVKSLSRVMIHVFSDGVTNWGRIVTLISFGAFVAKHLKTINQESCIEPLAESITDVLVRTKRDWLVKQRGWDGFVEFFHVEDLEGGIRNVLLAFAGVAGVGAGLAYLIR
MEX-5 binding: MEX-5 zinc finger RNA-binding disruptors – biochemical, C. elegans, fluorescence polarization, MLPCN library, primary screen. Zinc finger protein mex-5 (Caenorhabditis elegans), Q9XUB2. MEX-5/FITC-TCR2 RNA binding; hits give low values. activity score (negative = inhibition of binding), % at 10 µM. 0.38% of 300,000 active;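 active means inhibition past about -25% in most replicates, and total fluorescence under double the plate's negative control median, limit read from the data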;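 further: 0% = DMSO and -100% = 5 µM competing unlabeled TCR2 RNA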
GSTO1 counter: inhibitors of recombinant GSTO1, primary screen, counter-screen for RBBP9 inhibitor project, biochemical, fluorescence polarization; Glutathione S-transferase omega-1 (Homo sapiens), P78417; activity-based probe fluorescence polarization; inhibition, % at 5.96 µM; 1.1% of 300,000 active;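 active means inhibition above the campaign mean inhibition plus 3 SD, cut at about 35% in these data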;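 further: 0% = GSTO1-1 with DMSO and 100% = wells lacking GSTO1-1 enzyme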
Target sequence (P78417 whole entry, looked up): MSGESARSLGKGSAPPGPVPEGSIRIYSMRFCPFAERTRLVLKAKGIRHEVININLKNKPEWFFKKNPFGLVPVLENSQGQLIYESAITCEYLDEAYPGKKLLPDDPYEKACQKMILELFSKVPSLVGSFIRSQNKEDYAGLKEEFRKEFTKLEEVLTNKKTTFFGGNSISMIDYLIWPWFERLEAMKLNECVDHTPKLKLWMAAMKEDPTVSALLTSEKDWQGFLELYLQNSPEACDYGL
Fam108B counter: mouse Fam108B serine hydrolase inhibitors, primary screen, counter-screen for RBBP9 inhibitor project, biochemical, fluorescence polarization | recombinant Fam108B, FP-Rh probe fluorescence polarization | inhibition, % at 9.51 µM | 0.33% of 300,000 active | AID 1947, 2009;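 active means inhibition above the screen mean inhibition plus 3 SD, computed separately per campaign, cut at about 18% in these data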;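 further: inhibitors lower polarization as less probe binds the enzyme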
BCLXL inh: inhibitors of human Bcl-xL, primary screen, biochemical, fluorescence polarization, HTS; Bcl-2-like protein 1 (Homo sapiens), Q07817; GST-Bcl-xL / FITC-Bim BH3 peptide fluorescence polarization; inhibition, % at 10.9 µM; 0.7% of 320,000 active; AID 2129, 2009;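 active means inhibition above the mean of all tested compounds plus 3 SD, cutoff set per campaign, cut at about 30% in these data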;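 further: 0% = DMSO wells and 100% = unlabeled Bim-BH3 peptide competitor; inhibitors lower millipolarization by displacing the labeled peptide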
PME-1 primary: PME-1 inhibitors via competitive probe labeling, primary screen, biochemical, fluorescence polarization, FP-Rh probe, HTS; recombinant PME-1; inhibition, % at 5.9 µM; 0.53% of 320,000 active;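 active means inhibition above the campaign mean of all compounds plus 3 SD, cut at about 26% in these data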;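 further: competitive labeling of PME-1 active site by serine hydrolase directed probe; 0% = PME-1 with DMSO and 100% = wells lacking PME-1 enzyme; inhibitors block probe labeling so polarization falls and inhibition rises; many of its hits are not listed in these tables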
TPT1 inh: Candida albicans TPT1 enzyme inhibitors, primary screen, biochemical, fluorescence polarization; tRNA 2'-phosphotransferase TPT1 (Candida albicans SC5314); recombinant caTPT1, FP RNA substrate dephosphorylation; inhibition, % at 5 µM; 0.81% of 300,000 active; AID 1962, 2009;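 active means inhibition above the mean of all tested compounds plus 3 SD, set per screening campaign, cut at about 24% in these data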;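 further: plate controls were DMSO alone for no effect and ferristatin control at 100 nM for full effect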
PAD4 inh: human PAD4 inhibitors, primary screen, biochemical, fluorescence polarization, 1536-well format; inhibition, % at 6.36 µM; 0.41% of 330,000 active; recombinant PAD4, RCA probe fluorescence polarization;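 active means percent inhibition above a cutoff equal to the mean of all tested compounds plus 3 SD, cut at about 15% in these data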;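 further: 0% = PAD4 with RCA probe and DMSO and 100% = probe without PAD4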
GLD-1 TGE inh: GLD-1/TGE RNA complex disruptors, primary screen, biochemical, fluorescence polarization | purified GLD-1 + fluorescein TGE RNA | inhibition, % at 5.96 µM | 0.44% of 320,000 active | AID 2280, 2010;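 active means percent inhibition above a per-plate cutoff, the plate mean of test compounds plus 3 SD, cut at about 30% in these data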;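 further: 0% = DMSO wells with GLD-1 and probe and 100% = wells lacking GLD-1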
Target sequence (Q17339 whole entry, looked up): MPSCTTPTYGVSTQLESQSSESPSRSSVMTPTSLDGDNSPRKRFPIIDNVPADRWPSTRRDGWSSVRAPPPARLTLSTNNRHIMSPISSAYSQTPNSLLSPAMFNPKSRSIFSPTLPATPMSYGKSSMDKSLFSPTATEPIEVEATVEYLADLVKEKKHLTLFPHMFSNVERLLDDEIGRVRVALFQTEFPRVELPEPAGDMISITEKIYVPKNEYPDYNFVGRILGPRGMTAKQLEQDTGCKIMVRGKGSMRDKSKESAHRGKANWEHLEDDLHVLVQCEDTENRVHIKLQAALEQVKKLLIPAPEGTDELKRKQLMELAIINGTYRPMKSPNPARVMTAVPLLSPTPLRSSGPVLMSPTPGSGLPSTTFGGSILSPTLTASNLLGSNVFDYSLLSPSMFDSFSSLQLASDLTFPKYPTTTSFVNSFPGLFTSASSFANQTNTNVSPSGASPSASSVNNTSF
Numbers without * were called inactive. The list is partial (hit frequency here may not be typical).

How did CC(C)N(CCc1ccncc1)C(=S)Nc1cccc(Cl)c1 do in these assays?
MCL1-BIM inh: 1; MEX-5 binding: 3.0; GSTO1 counter: 0; Fam108B counter: 0; BCLXL inh: 3; PME-1 primary: -1; TPT1 inh: -4; PAD4 inh: -3; GLD-1 TGE inh: 1

How did COC(=O)COc1ccc(S(=O)(=O)Nc2ccc(NC(C)=O)cc2)cc1 do in these assays?
MCL1-BIM inh: 8; MEX-5 binding: 2.0; GSTO1 counter: -3; Fam108B counter: 1; BCLXL inh: 3; PME-1 primary: 2; TPT1 inh: 1; PAD4 inh: 0; GLD-1 TGE inh: -7

Results for Clc1ccccc1Cn1nnc2c(N3CCOCC3)nc(C3CC3)nc21 ?
MCL1-BIM inh: -3; MEX-5 binding: -2.0; GSTO1 counter: 8; Fam108B counter: -5; BCLXL inh: 0; PME-1 primary: -6; TPT1 inh: -1; PAD4 inh: 6; GLD-1 TGE inh: -2

What do the screens show for `Cc1cc(C)n(C(=O)COc2ccccc2C)n1`?
MCL1-BIM inh: 5; MEX-5 binding: -0.8; GSTO1 counter: 10; Fam108B counter: -1; BCLXL inh: 9; PME-1 primary: -2; TPT1 inh: -8; PAD4 inh: -3; GLD-1 TGE inh: -5

Results for COc1ccc(C=O)cc1Cn1c(=O)n(CCC(=O)NCc2ccco2)c(=O)c2sccc21 ?
MCL1-BIM inh: 5; MEX-5 binding: 3.7; GSTO1 counter: -5; Fam108B counter: 0; BCLXL inh: 6; PME-1 primary: -3; TPT1 inh: 0; PAD4 inh: -5; GLD-1 TGE inh: -1

Results for CN1C(=O)[C@H]2[C@@H](/C=C/c3ccccc3)N3C(=O)CN(CC4CC4)C(=O)[C@@]3(C)[C@H]2C1=O ?
MCL1-BIM inh: -1; MEX-5 binding: 0.7; GSTO1 counter: 3; Fam108B counter: -1; BCLXL inh: -1; PME-1 primary: 0; TPT1 inh: 1; PAD4 inh: -2; GLD-1 TGE inh: 9

What do the screens show for `NC(=O)C1CCN(C(=O)C2(NC(=O)Nc3cccc(F)c3)CCCCC2)CC1`?
MCL1-BIM inh: 0; MEX-5 binding: 1.1; GSTO1 counter: -1; Fam108B counter: -1; BCLXL inh: 8; PME-1 primary: -9; TPT1 inh: -2; PAD4 inh: -9; GLD-1 TGE inh: 1

Results for COc1ccc(N2CCN(c3ccc([N+](=O)[O-])nc3)CC2)cc1 ?
MCL1-BIM inh: 11; MEX-5 binding: -5.5; GSTO1 counter: 25; Fam108B counter: 7; BCLXL inh: 6; PME-1 primary: 1; TPT1 inh: -4; PAD4 inh: 1; GLD-1 TGE inh: -3

Results for Cc1cc(-c2nnc(SCC(=O)Nc3nc(-c4ccc(Cl)cc4)cs3)o2)no1 ?
MCL1-BIM inh: 5; MEX-5 binding: -4.0; GSTO1 counter: 26; Fam108B counter: -7; BCLXL inh: 1; PME-1 primary: 28*; TPT1 inh: 4; PAD4 inh: -13; GLD-1 TGE inh: 4

Results for O=C(Nc1cccc([N+](=O)[O-])c1)c1ccccc1 ?
MCL1-BIM inh: 3; MEX-5 binding: -1.0; GSTO1 counter: -3; Fam108B counter: -3; BCLXL inh: 10; PME-1 primary: -6; TPT1 inh: -1; PAD4 inh: 6; GLD-1 TGE inh: 2

Reprinted from the part before: 2 entries, followed by the next part.
Results for Cc1cc(-c2nnc(SCC(=O)Nc3nc(-c4ccc(Cl)cc4)cs3)o2)no1 ?
MCL1-BIM inh: 5; MEX-5 binding: -4.0; GSTO1 counter: 26; Fam108B counter: -7; BCLXL inh: 1; PME-1 primary: 28*; TPT1 inh: 4; PAD4 inh: -13; GLD-1 TGE inh: 4

Results for O=C(Nc1cccc([N+](=O)[O-])c1)c1ccccc1 ?
MCL1-BIM inh: 3; MEX-5 binding: -1.0; GSTO1 counter: -3; Fam108B counter: -3; BCLXL inh: 10; PME-1 primary: -6; TPT1 inh: -1; PAD4 inh: 6; GLD-1 TGE inh: 2

Results for CCCNC(=O)CN(C)S(=O)(=O)c1ccc(F)cc1 ?
MCL1-BIM inh: 2; MEX-5 binding: 2.2; GSTO1 counter: 5; Fam108B counter: 8; BCLXL inh: 5; PME-1 primary: 1; TPT1 inh: -1; PAD4 inh: 5; GLD-1 TGE inh: -3

How did CCOc1ccc(N2CC(C(=O)NCCCc3ccccc3)CC2=O)cc1 (configuration not stated) do in these assays?
MCL1-BIM inh: -11; BCLXL inh: -5; PME-1 primary: 3; PAD4 inh: -2; GLD-1 TGE inh: 6

Results for CC(=O)N1c2ccc([N+](=O)[O-])cc2NC(=O)CC1C (configuration not stated) ?
MCL1-BIM inh: 0; MEX-5 binding: 1.8; GSTO1 counter: 3; Fam108B counter: 0; BCLXL inh: 1; PME-1 primary: 10; TPT1 inh: 4; PAD4 inh: 0; GLD-1 TGE inh: 3

Results for Cn1c(NC(=O)c2ccccc2Br)cc(=O)n(C)c1=O ?
MCL1-BIM inh: -5; MEX-5 binding: -0.5; GSTO1 counter: 2; Fam108B counter: 1; BCLXL inh: 2; PME-1 primary: -2; TPT1 inh: 0; PAD4 inh: 2; GLD-1 TGE inh: 2

How did CC(=O)Nc1ccc(S(=O)(=O)Nc2c(C)n(C)n(-c3ccccc3)c2=O)cc1 do in these assays?
MCL1-BIM inh: 0; MEX-5 binding: 1.0; GSTO1 counter: 4; Fam108B counter: -4; BCLXL inh: 5; PME-1 primary: -1; TPT1 inh: -1; PAD4 inh: 0; GLD-1 TGE inh: -3

What do the screens show for `COc1ccc(C2/C(=C(/O)c3ccccc3)C(=O)C(=O)N2C)cc1` (configuration not stated)?
MCL1-BIM inh: -6; MEX-5 binding: -0.9; GSTO1 counter: 1; Fam108B counter: 3; BCLXL inh: -2; PME-1 primary: 4; TPT1 inh: 4; PAD4 inh: -5; GLD-1 TGE inh: 2

What do the screens show for `COc1cccc(C(=O)Cn2c(N3CCCCC3)nc3c2c(=O)n(C)c(=O)n3C)c1`?
MCL1-BIM inh: 4; MEX-5 binding: -0.7; GSTO1 counter: -1; Fam108B counter: 1; BCLXL inh: 2; PME-1 primary: -1; TPT1 inh: 1; PAD4 inh: -3; GLD-1 TGE inh: 1

What do the screens show for `O=C(N=C1SC2CS(=O)(=O)CC2N1Cc1ccc(F)cc1)C1CC1` (configuration not stated)?
MCL1-BIM inh: -4; MEX-5 binding: -1.5; GSTO1 counter: 0; Fam108B counter: -1; BCLXL inh: 0; PME-1 primary: 0; TPT1 inh: -2; PAD4 inh: 2; GLD-1 TGE inh: -10

How did COc1ccc(C2NC(C(=O)O)Cc3c2[nH]c2ccccc32)cc1OC (configuration not stated) do in these assays?
MCL1-BIM inh: 12; MEX-5 binding: -3.4; GSTO1 counter: 0; Fam108B counter: -2; BCLXL inh: 3; PME-1 primary: 1; TPT1 inh: 1; PAD4 inh: -3; GLD-1 TGE inh: -2

Results for CC(=O)C1C(=O)CC(C)(O)C(C(C)=O)C1c1ccccc1 (configuration not stated) ?
MCL1-BIM inh: -1; MEX-5 binding: 4.4; GSTO1 counter: 0; Fam108B counter: 1; BCLXL inh: 4; PME-1 primary: -6; TPT1 inh: 2; PAD4 inh: 2; GLD-1 TGE inh: -8

Results for O=C(CCSc1ccc(Cl)c(Cl)c1)NC12CC3CC(CC(C3)C1)C2 ?
MCL1-BIM inh: 1; MEX-5 binding: 0.3; GSTO1 counter: -7; Fam108B counter: -13; BCLXL inh: 1; PME-1 primary: -12; TPT1 inh: -1; PAD4 inh: 0; GLD-1 TGE inh: -2

What do the screens show for `CS(=O)(=O)N(CC(=O)Nc1ccccc1C(=O)NCCc1ccccc1)c1ccc2c(c1)OCCO2`?
MCL1-BIM inh: 3; MEX-5 binding: 0.1; GSTO1 counter: -5; Fam108B counter: -6; BCLXL inh: 3; PME-1 primary: 0; TPT1 inh: -3; PAD4 inh: 2; GLD-1 TGE inh: -8

Results for C=CCNC(=O)CC(=O)N/N=C/c1cccc(C)c1 ?
MCL1-BIM inh: 4; MEX-5 binding: -0.8; GSTO1 counter: -5; Fam108B counter: 8; BCLXL inh: 0; PME-1 primary: 0; TPT1 inh: -1; PAD4 inh: -1; GLD-1 TGE inh: 4

Results for Cc1cc(C)cc(NC(=O)c2ccc(CSc3nnnn3C)cc2)c1 ?
MCL1-BIM inh: 0; MEX-5 binding: 2.4; GSTO1 counter: 5; Fam108B counter: 5; BCLXL inh: -1; PME-1 primary: -5; TPT1 inh: 0; PAD4 inh: -7; GLD-1 TGE inh: -3

What do the screens show for `COc1ccc(C2C(C(=O)OC3CCCCC3)=C(C)Nc3nnnn32)c(OC)c1OC` (configuration not stated)?
MCL1-BIM inh: 12; MEX-5 binding: 0.6; GSTO1 counter: 2; Fam108B counter: 2; BCLXL inh: 10; PME-1 primary: 5; TPT1 inh: -2; PAD4 inh: 4; GLD-1 TGE inh: 3

How did Cc1nnc(SCC(=O)N(C)Cc2ccccc2)[nH]c1=O do in these assays?
MCL1-BIM inh: -9; MEX-5 binding: -2.1; GSTO1 counter: 10; Fam108B counter: -3; BCLXL inh: 4; PME-1 primary: -6; TPT1 inh: 1; PAD4 inh: 4; GLD-1 TGE inh: 4

Results for CCOC(=O)c1nnn(CC(=O)N2N=C(c3ccccc3)CC2c2ccccc2)c1C(=O)OCC (configuration not stated) ?
MCL1-BIM inh: -6; MEX-5 binding: -2.0; GSTO1 counter: 3; Fam108B counter: -7; BCLXL inh: 1; PME-1 primary: 3; TPT1 inh: 0; PAD4 inh: -7; GLD-1 TGE inh: -6

Results for O=S(=O)(Nc1c(O)ccc2ccccc12)c1cccc2ccccc12 ?
MCL1-BIM inh: 3; MEX-5 binding: -1.3; GSTO1 counter: 29; Fam108B counter: -1; BCLXL inh: 19; PME-1 primary: 3; TPT1 inh: 0; PAD4 inh: -23; GLD-1 TGE inh: 2

What do the screens show for `Cc1ccc(NC(=O)Cn2cc(C=O)c3ccccc32)cc1`?
MCL1-BIM inh: -3; MEX-5 binding: -1.0; GSTO1 counter: 9; Fam108B counter: 4; BCLXL inh: 2; PME-1 primary: -8; TPT1 inh: -2; PAD4 inh: -4; GLD-1 TGE inh: 4

Results for O=C1CSCN1c1ccc(Cl)c(Cl)c1 ?
MCL1-BIM inh: -4; MEX-5 binding: 3.9; GSTO1 counter: 1; Fam108B counter: 2; BCLXL inh: -2; PME-1 primary: -2; TPT1 inh: -1; PAD4 inh: 1; GLD-1 TGE inh: 0

Results for COc1ccc2c(CCNC(N)=S)c[nH]c2c1 ?
MCL1-BIM inh: 8; MEX-5 binding: 2.2; GSTO1 counter: 1; Fam108B counter: -3; BCLXL inh: 7; PME-1 primary: 3; TPT1 inh: 0; PAD4 inh: -3; GLD-1 TGE inh: -4

Bioassay records: PubChem BioAssay, several laboratories
